# Bcl-2 Bim block: inhibitors of Bim-Bcl-2 binding, primary screen, biochemical, multiplexed, human Bcl-2 family; Apoptosis regulator Bcl-2 (Homo sapiens), P10415; AID 950, 2007; inhibition, % at 10 µM; Bead-based flow cytometry, Bim peptide-Bcl-2 binding; 0.06% of 190,000 active; in the data active = inhibition above about 40%; inconclusive = no clear call, values can overlap the other calls;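 note: 0% = no compound wells with probe peptide and 100% = reference peptide inhibitor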
# Target sequence (P10415 whole entry, looked up): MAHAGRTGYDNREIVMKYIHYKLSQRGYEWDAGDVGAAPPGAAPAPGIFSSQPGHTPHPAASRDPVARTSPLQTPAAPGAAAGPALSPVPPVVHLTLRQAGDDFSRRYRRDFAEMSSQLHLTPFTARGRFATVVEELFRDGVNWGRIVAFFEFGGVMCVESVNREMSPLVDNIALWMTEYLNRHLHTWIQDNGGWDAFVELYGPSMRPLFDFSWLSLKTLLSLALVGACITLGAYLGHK
# ABCG2 block: ABCG2 efflux pump inhibitors, primary screen, multiplex with ABCB1, IgMXP3 cells, flow cytometry | inhibition, % at 6.6 µM | 0.1% of 190,000 active | JC-1 efflux | AID 1325, 2008;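 active = inhibition above 80%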;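 note: 0% = DMSO and 100% = nicardipine control wells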
#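 System: two drug-resistant human cell lines, ABCG2 and ABCB1; controls: nicardipine high and DMSO low controls; times: 10 min exposure at 25 °C with rotation, no wash; detection: flow cytometry of retained JC-1 fluorescence; read-out basis: percent efflux inhibition, scaled nicardipine 100% to DMSO 0%; doses: one concentration, 6.6 µM final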
# RGS8-Gao reg: RGS8-Galphao binding modulators, primary screen, biochemical, multiplexed bead flow cytometry | actives lie on both sides | response (percent of control binding), % at 10 µM | 0.34% of 220,000 active | AID 1423, 2008; in the data active = response below about 60% or above about 140%; inactive = in between;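 note: Galphao activated as the GDP aluminium fluoride complex binding bead-coupled RGS8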
# Target sequence (P09471 whole entry, looked up): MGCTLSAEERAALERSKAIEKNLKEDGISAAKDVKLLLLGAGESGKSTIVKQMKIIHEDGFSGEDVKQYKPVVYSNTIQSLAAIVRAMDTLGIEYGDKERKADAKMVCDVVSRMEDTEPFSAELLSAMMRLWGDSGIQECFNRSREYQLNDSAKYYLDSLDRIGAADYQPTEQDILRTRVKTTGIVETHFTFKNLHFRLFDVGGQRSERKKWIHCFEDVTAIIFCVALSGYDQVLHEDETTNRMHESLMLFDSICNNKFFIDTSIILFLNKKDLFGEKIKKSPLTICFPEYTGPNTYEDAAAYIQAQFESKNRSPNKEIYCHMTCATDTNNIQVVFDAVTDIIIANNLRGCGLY
# Bcl-W Bim block: inhibitors of Bim binding to Bcl-W, primary screen, biochemical, multiplexed, bead-based flow cytometry; Bcl-2-like protein 2 (Homo sapiens), Q92843; Bim peptide-Bcl-W binding; inhibition, % at 10 µM; 0.02% of 190,000 active; AID 952, 2007;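 note: 0% = bound tracer without compound and 100% = peptide blocker; higher means less fluorescent Bim peptide bound to Bcl-W beads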
# ABCB1 block: ABCB1 efflux pump inhibitors, primary screen, cell-based, multiplex, flow cytometry, ABCG2 counter-screen. inhibition, % at 6.6 µM. ATP-dependent translocase ABCB1 (Homo sapiens), P08183. 0.067% of 190,000 active. CCRF-Adr cells, JC-1 efflux; in the data active = inhibition above about 40%;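 note: 0% = vehicle and 100% = reference inhibitor; higher value means more JC-1 retained so stronger ABCB1 efflux block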
# RGS4-Gao reg: modulators of RGS4 binding to Galphao, primary screen, biochemical, multiplexed bead flow cytometry | Guanine nucleotide-binding protein G(o) subunit alpha (Homo sapiens), P09471 | actives lie on both sides | binding response (% of control), % at 10 µM | 0.33% of 220,000 active | AID 1415, 2008; in the data active = binding response below about 49% or above about 150%; inactive = in between;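 note: fluorescent Galphao activated with aluminum fluoride binding bead-coupled RGS4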
# Bim-Bcl-XL: inhibitors of Bim-Bcl-XL binding, primary screen, biochemical, multiplexed, bead flow cytometry, human Bcl-XL; Bcl-2-like protein 1 (Homo sapiens), Q07817; Bim peptide-Bcl-XL binding, fluorescence; inhibition, % at 10 µM; 0.04% of 190,000 active
# Target sequence (Q07817 whole entry, looked up): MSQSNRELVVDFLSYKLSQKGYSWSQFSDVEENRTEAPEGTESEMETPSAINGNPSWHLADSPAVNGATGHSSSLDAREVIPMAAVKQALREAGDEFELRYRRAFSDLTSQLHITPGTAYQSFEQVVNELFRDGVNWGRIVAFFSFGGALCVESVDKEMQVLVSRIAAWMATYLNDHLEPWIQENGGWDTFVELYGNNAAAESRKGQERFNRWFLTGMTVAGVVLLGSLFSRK
# Bcl-B Bim block: inhibitors of Bim-Bcl-B binding, primary screen, biochemical, multiplexed, human Bcl-2 family; AID 951, 2007; bead-based flow cytometry, Bim peptide-Bcl-B binding; 0.073% of 190,000 active; Bcl-2-like protein 10 (Homo sapiens), Q9HD36; inhibition, % at 10 µM;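 note: 0% = tracer peptide without compound and 100% = reference inhibitor peptide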
# Target sequence (Q9HD36 whole entry, looked up): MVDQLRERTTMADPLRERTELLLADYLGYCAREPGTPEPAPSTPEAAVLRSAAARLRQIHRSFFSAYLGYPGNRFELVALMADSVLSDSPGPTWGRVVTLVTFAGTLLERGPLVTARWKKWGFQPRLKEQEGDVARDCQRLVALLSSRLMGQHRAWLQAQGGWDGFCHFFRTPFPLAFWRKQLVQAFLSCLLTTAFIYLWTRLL
# GSH fluor: compound fluorescence on glutathione beads, profiling panel, artefact control, biophysical, 488/530 nm, flow cytometry; GSH beads flow cytometry, compound fluorescence 488/530 nm; stronger effect = higher value; fluorescence (KMESF) at 10 µM; 0.25% of 190,000 active; AID 1776, 2009; in the data active = fluorescence above about 89;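 note: glutathione beads carrying GST-tagged Bcl family fusion proteins plus one bare bead set; values are compound well signal with DMSO vehicle wells as background; inactives centre near 16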
# RGS7-Gao reg: RGS7-Galphao binding modulators, primary screen, biochemical, multiplexed bead flow cytometry; 0.35% of 220,000 active; AID 1439, 2008; binding response (% of control), % at 10 µM; actives lie on both sides; in the data active = binding response below about 49% or above about 150%; inconclusive = no clear call, values can overlap the other calls; inactive = in between;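 note: fluorescent Galphao held in activated GDP-AlF4 state binding bead-coupled RGS7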
# Bim-Bfl-1: inhibitors of Bim binding to Bfl-1, primary screen, biochemical, multiplexed, bead-based flow cytometry; Bcl-2-related protein A1 (Homo sapiens), Q16548; Bim-Bfl-1 binding inhibition; inhibition, % at 10 µM; 0.12% of 190,000 active; AID 1008, 2008;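 note: 0% = wells without compound plus tracer and 100% = blocker peptide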
# * hit, by the source's call; ? = inconclusive. Cut-off read from the data, not from the text of the source, unless noted: active = inhibition above about 40%.
# Start of the data: the first seven entries (preview)
SMILES,Bcl-2 Bim block,ABCG2 block,RGS8-Gao reg,Bcl-W Bim block,ABCB1 block,RGS4-Gao reg,Bim-Bcl-XL,Bcl-B Bim block,GSH fluor,RGS7-Gao reg,Bim-Bfl-1
Cc1ccc(C(=O)O)c(C(=O)Nc2nc(C)cs2)c1,-7,-1,105,-2,0.1,104,0,-8,27,107,-11
O=C1CC(c2ccc(Cl)cc2)SC(N(c2ccccc2)c2ccccc2)=N1 (configuration not stated),7,2,107,0,0.5,104,-2,0,8,102,1
CC(C)(C)/C(O)=C(/C#N)c1nc2ccccc2[nH]1,-6,1,99,2,0.2,99,2,-5,49,102,-10
Cc1ccc(C)c(NC(=S)N(Cc2cccc(Br)c2)CC2CCC(C(=O)O)CC2)c1 (configuration not stated),0,1,101,-2,0.1,100,-1,1,19,100,-2
COc1ccc(OC)c(/C=C/C(=O)N2C(=O)c3cccc(N)c3C2=O)c1,-2,23,100,-1,1.3,99,-4,-1,4,99,1
CCCCN(C)C(=O)c1nc2ccccn2c1CN1CCN(c2ncccn2)CC1,-5,5,96,-5,0.9,89,-7,-6,10,90,-6
CC(C)OC(=O)c1cccnc1SCC(=O)N(C)c1ccccc1,-7,16,103,-2,1.1,101,-14,-7,33,101,-14

# Main list, previewed entries included:
SMILES,Bcl-2 Bim block,ABCG2 block,RGS8-Gao reg,Bcl-W Bim block,ABCB1 block,RGS4-Gao reg,Bim-Bcl-XL,Bcl-B Bim block,GSH fluor,RGS7-Gao reg,Bim-Bfl-1
Cc1ccc(C(=O)O)c(C(=O)Nc2nc(C)cs2)c1,-7,-1,105,-2,0.1,104,0,-8,27,107,-11
O=C1CC(c2ccc(Cl)cc2)SC(N(c2ccccc2)c2ccccc2)=N1 (configuration not stated),7,2,107,0,0.5,104,-2,0,8,102,1
CC(C)(C)/C(O)=C(/C#N)c1nc2ccccc2[nH]1,-6,1,99,2,0.2,99,2,-5,49,102,-10
Cc1ccc(C)c(NC(=S)N(Cc2cccc(Br)c2)CC2CCC(C(=O)O)CC2)c1 (configuration not stated),0,1,101,-2,0.1,100,-1,1,19,100,-2
COc1ccc(OC)c(/C=C/C(=O)N2C(=O)c3cccc(N)c3C2=O)c1,-2,23,100,-1,1.3,99,-4,-1,4,99,1
CCCCN(C)C(=O)c1nc2ccccn2c1CN1CCN(c2ncccn2)CC1,-5,5,96,-5,0.9,89,-7,-6,10,90,-6
CC(C)OC(=O)c1cccnc1SCC(=O)N(C)c1ccccc1,-7,16,103,-2,1.1,101,-14,-7,33,101,-14
CCOC(=O)C1/C(=N\O)CC(C)(O)C(C(=O)OCC)C1c1ccc(OC)c(OC)c1 (configuration not stated),-7,2,100,-2,0.9,102,-3,-7,15,100,-4
COc1ccc(OC(C)c2ccc(C#N)c(=O)[nH]2)cc1 (configuration not stated),-4,1,102,-3,-0.2,105,0,-5,26,99,-5
O=c1c(=Nc2ccccc2O)c(=O)c2ccccc12,0,1,101,0,0.8,99,1,-5,24,98,-5
Cc1cc(-c2ccccc2)[nH]c(=O)c1S(=O)(=O)c1ccccc1,3,0,100,1,-0.1,101,-14,0,40,102,-6
Cc1cc(Cl)c(S(=O)(=O)N2CCSCC2)cc1OCC(=O)NC1CCCCC1,-12,7,99,0,1.6,106,2,-13,29,101,-18
CC(=O)N1CCN(S(=O)(=O)c2cccc(C(=O)Nc3ccccc3N3CCOCC3)c2)CC1,-1,24,98,-4,1.0,99,-4,0,12,102,3
O=C(Nc1ccc(Cl)cn1)c1ccc2ccccc2n1,-5,1,100,-3,0.5,102,0,-6,29,99,0
CC(C)Cc1nc(N2CCN(C(=O)c3ccccc3)CC2)c(C#N)c2c1CCC2,-1,12,99,0,2.8,104,-2,-3,10,98,0
c1csc(-c2cn3c(n2)SCC3)c1,3,3,94,0,0.6,92,0,-1,13,93,0
CCOC(=O)Cn1nc(C)c([N+](=O)[O-])c1C,-2,19,99,-4,0.9,94,0,-4,8,94,-4
O=C(Nc1cccc(S(=O)(=O)N2CCOCC2)c1)c1cn(-c2ccccc2)nc1-c1ccccc1,-4,-4,104,-2,-0.2,104,-6,-6,5,105,-1
CCCN1Cc2cccc(C(=O)NCCCOC(C)C)c2C1=O,-7,19,98,1,1.1,102,-3,-5,23,105,-10
CC1(C)C(=O)Nc2ccccc2N1C(=O)CN1C(=O)c2ccccc2C1=O,-8,-1,102,0,-0.5,104,-2,-7,32,103,-12
Cc1ccccc1Nc1c(N)c(=O)oc2ccccc12,-10,6,102,0,0.4,112,-6,-7,60,108,-12
Cc1c(C(=O)NC(C)c2ccncc2)oc2ccccc12 (configuration not stated),2,0,100,4,0.1,99,1,0,53,99,-6
COC(=O)COc1ccc(Cl)cc1C1Nc2ccccc2C(=O)N1c1ccc(OC)cc1 (configuration not stated),-4,6,101,-1,1.5,106,0,-2,10,107,-1
OCCC1CN(Cc2ccccc2OC2CCCC2)CCN1Cc1ccsc1 (configuration not stated),-2,3,97,-1,7.1,101,0,-5,9,99,-3

# Record cards (already shown). Order of screens: Bcl-2 Bim block | ABCG2 block | RGS8-Gao reg | Bcl-W Bim block | ABCB1 block | RGS4-Gao reg | Bim-Bcl-XL | Bcl-B Bim block | GSH fluor | RGS7-Gao reg | Bim-Bfl-1
# Profile of O=C(Nc1ccc(Cl)cn1)c1ccc2ccccc2n1 = -5 | 1 | 100 | -3 | 0.5 | 102 | 0 | -6 | 29 | 99 | 0
# Profile of CC1(C)C(=O)Nc2ccccc2N1C(=O)CN1C(=O)c2ccccc2C1=O = -8 | -1 | 102 | 0 | -0.5 | 104 | -2 | -7 | 32 | 103 | -12
# Profile of CCCN1Cc2cccc(C(=O)NCCCOC(C)C)c2C1=O = -7 | 19 | 98 | 1 | 1.1 | 102 | -3 | -5 | 23 | 105 | -10
# Profile of CC(=O)N1CCN(S(=O)(=O)c2cccc(C(=O)Nc3ccccc3N3CCOCC3)c2)CC1 = -1 | 24 | 98 | -4 | 1.0 | 99 | -4 | 0 | 12 | 102 | 3

# (further entries)
SMILES,Bcl-2 Bim block,ABCG2 block,RGS8-Gao reg,Bcl-W Bim block,ABCB1 block,RGS4-Gao reg,Bim-Bcl-XL,Bcl-B Bim block,GSH fluor,RGS7-Gao reg,Bim-Bfl-1
Cc1c(C)n(CCC(=O)O)c2ccccc12,3,5,104,1,0.3,101,0,0,20,101,-5
Cc1cc(CNC(=S)Nc2cccc(Cl)c2Cl)nn1C,-3,5,96,-1,0.6,91,-5,-10,20,90,-6
O=C(NCc1ccccc1)NC(=O)c1ccccc1,-2,1,102,0,0.1,101,1,-1,17,97,0
COC(=O)C1(C#N)C(c2ccccc2)C1(C(=O)OC)C(=O)OC (configuration not stated),0,5,105,1,0.4,118,0,1,8,112,2
CS(=O)(=O)Cc1cc(N2CCCC2)nc(-c2ccccc2)n1,1,1,101,1,0.2,98,2,0,14,?,-2
COc1ccccc1NC(=S)N(Cc1ccco1)Cc1cc2ccc(C)c(C)c2[nH]c1=O,-2,10,103,-4,3.8,99,-7,-6,14,102,-8
CCOc1ccc(NC(=O)c2ccccc2OCC(=O)c2ccc(C)cc2)cc1,-1,2,102,0,0.6,102,-4,-2,15,98,1
COc1cccc(C(=O)N(Cc2nc(-c3cccc(C)c3)no2)C(C)C)c1OC,-5,3,97,-3,1.1,98,-3,-3,19,99,-3
CCOC(=O)N1CCN(c2ncnc3nc[nH]c23)CC1,5,8,100,7,1.1,99,0,-3,20,97,23
CC1=C(C#N)C(NC(=O)C(C)(C)C)(C(F)(F)F)C(=O)N1 (configuration not stated),-1,0,102,-4,-0.1,98,-5,-3,23,99,-2
COc1ccc2ccccc2c1CNCc1ccccn1,-10,2,103,0,0.2,102,-7,-11,36,102,-19
Cc1cc(Br)cc2c1NC(=O)C2(O)CC(=O)c1ccco1 (configuration not stated),-1,6,101,0,0.9,100,-4,-3,20,?,-3
Cc1ccccc1Nc1nc(N)nc(CSCc2c(C)noc2C)n1,-2,1,102,-3,0.3,102,-3,-4,14,101,0
CC(=O)N1c2ccccc2C(C)CC12CCCCC2 (configuration not stated),-6,0,101,0,0.1,100,-8,-2,14,98,-7
O=C(O)/C=C\C(=O)Nc1ccccc1C#Cc1ccccc1,2,-2,87,-1,-0.4,83,-3,-1,33,85,-3
CC(C)(C)c1ccc(-c2c(C#N)c(N)nc3c2CCCC3)s1,1,2,118,4,0.3,106,3,3,14,105,1
O=C(NNc1c2ccccc2nc2ccccc12)c1ccc(O)cc1O,-16,35,97,3,-0.5,96,-6,1,23,96,-13
O=C(CSc1nnc(NC(=O)C2CCC2)s1)Nc1ccc(N2CCOCC2)cc1,-8,-4,102,-5,-3.0,104,-8,-8,30,100,-11
COc1ccc(NC(=S)NCCCCCC(=O)C[N+](=O)[O-])cc1,2,-1,100,12,-1.2,100,5,-3,17,?,11
CSc1nnc(-c2ccccc2N=Cc2c(C)[nH]n(-c3ccccc3)c2=O)c(=O)[nH]1,-6,15,101,4,5.9,102,-2,-2,14,100,-8
COc1ccc(C(=O)OCC(=O)Nc2cc(C)on2)c(OC)c1OC,0,10,102,1,0.3,102,0,3,13,?,2
COc1ccc(CNC(=O)CCSc2nc(-c3ccc4c(c3)OCO4)cc(C(F)(F)F)n2)cc1,-9,5,107,-9,1.2,104,-9,-18,36,109,-7
O=C(CSc1nnc(-c2ccc(Cl)cc2)n1-c1ccccc1)N/N=C/c1ccccc1C(=O)O,-2,0,100,0,0.9,100,0,-1,25,102,-3
CCSc1nnc(NC(=O)C2C3C=CC(C3)C2C(=O)O)s1 (configuration not stated),-1,1,102,-2,0.6,101,-2,-2,15,101,-5
Cc1nn(-c2nnc(C)c(=O)[nH]2)c(C)c1SCC(=O)Nc1ccc(F)cc1,-8,0,108,-3,0.1,111,-2,-7,28,110,-11
Cc1ccccc1N/C(SCc1ccc(Cl)cc1)=C(/C#N)C(=O)NCc1ccco1,-14,-2,100,-2,0.0,107,-7,-12,24,140,-20
Cc1cc(=O)oc2ccc(OCC(=O)N(Cc3ccc(F)cc3)Cc3ccco3)cc12,-8,6,98,0,0.8,101,-7,-8,29,98,-9
COc1cccc(NC(=O)CN(C)C(C)C(=O)Nc2cc([N+](=O)[O-])ccc2Cl)c1 (configuration not stated),-3,11,99,1,2.1,100,0,-3,14,?,-8

# Screening results (PubChem BioAssay)
